Source: PubChem BioAssay
AGP1-GFP MLPCN: alters AGP1-GFP fluorescence in TOR pathway yeast screen; S. cerevisiae AGP1-GFP multiplex flow cytometry, 3 h; GFP as percent of DMSO wells; GFP response vs DMSO, % at 10 µM; 320,000 tested, 0.02% active; AID 2066;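 active means GFP response relative to DMSO above a set limit, near screen average plus 3 SD, cut at about 150% in these data; inconclusive means fewer than 70 cells counted for the yeast strain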;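 further: median GFP channel fluorescence of the gated AGP1 strain per well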
LAP4 TOR yeast: yeast TOR pathway LAP4-GFP modulation. AID 2023. GFP response vs DMSO, % at 10 µM. 320,000 tested, 0.34% active. S. cerevisiae LAP4-GFP multiplex, flow cytometry GFP, 3 h; median GFP as percent of DMSO wells;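 active means GFP response vs DMSO above a set limit, about the screen mean plus 3 SD, cut at about 150% in these data; inconclusive means under 70 cell events counted for the yeast strain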
RPL19A-GFP yeast: yeast TOR pathway RPL19A-GFP modulation; percent response vs DMSO, % at 10 µM; S. cerevisiae RPL19A-GFP strain, flow cytometry, 3 h; active compounds read low; 330,000 tested, 0.3% active;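 active means percent response vs DMSO below 50%; inconclusive means fewer than 70 events counted for the yeast strain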;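 further: median channel GFP fluorescence of the barcoded RPL19A-GFP strain; ratio of sample median GFP to plate DMSO average so 100% = DMSO; lower means less RPL19A-GFP as with rapamycin TOR inhibition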
GASC-1 inh: human JMJD2C demethylase inhibition | 330,000 tested, 0.069% active | GST-JMJD2C(1-420) H3K9me3 demethylation, DELFIA europium | AID 2099 | inhibition, % at 2.35 µM;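 active means more than half of a compound's replicate wells show inhibition beyond 50%, single wells judged on their own value; inconclusive means some, but no more than half, of replicates pass 50% inhibition; inactive means no replicate passes 50% inhibition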;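 further: signal counts dimethyl H3K9 product captured on neutravidin plate; 0% = median of DMSO wells and 100% = 0.3 times that DMSO median; strong numbers were not always called active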
VLA-4 inh: inhibition in a human VLA-4 binding assay. VLA-4 expressing cells, ligand binding flow cytometry. inhibition, % (about 7 µM as worked out from the volumes in the protocol). 330,000 tested, 0.2% active. AID 2557; in the data active means inhibition above about 50%
GRK2 aptamer HTS: human GRK2 inhibition via aptamer displacement. P25098. bead flow cytometry, FAM-aptamer displacement from GRK2. inhibition of aptamer binding, % at 10 µM. 330,000 tested, 0.59% active;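 active means inhibition of aptamer binding above 40%, roughly 3 SD of noise, on plates passing a quality check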;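 further: median bead fluorescence of bound FAM aptamer so fluorescent compounds give negative values; no value below 0 was filed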
Target sequence (P25098 whole entry, looked up): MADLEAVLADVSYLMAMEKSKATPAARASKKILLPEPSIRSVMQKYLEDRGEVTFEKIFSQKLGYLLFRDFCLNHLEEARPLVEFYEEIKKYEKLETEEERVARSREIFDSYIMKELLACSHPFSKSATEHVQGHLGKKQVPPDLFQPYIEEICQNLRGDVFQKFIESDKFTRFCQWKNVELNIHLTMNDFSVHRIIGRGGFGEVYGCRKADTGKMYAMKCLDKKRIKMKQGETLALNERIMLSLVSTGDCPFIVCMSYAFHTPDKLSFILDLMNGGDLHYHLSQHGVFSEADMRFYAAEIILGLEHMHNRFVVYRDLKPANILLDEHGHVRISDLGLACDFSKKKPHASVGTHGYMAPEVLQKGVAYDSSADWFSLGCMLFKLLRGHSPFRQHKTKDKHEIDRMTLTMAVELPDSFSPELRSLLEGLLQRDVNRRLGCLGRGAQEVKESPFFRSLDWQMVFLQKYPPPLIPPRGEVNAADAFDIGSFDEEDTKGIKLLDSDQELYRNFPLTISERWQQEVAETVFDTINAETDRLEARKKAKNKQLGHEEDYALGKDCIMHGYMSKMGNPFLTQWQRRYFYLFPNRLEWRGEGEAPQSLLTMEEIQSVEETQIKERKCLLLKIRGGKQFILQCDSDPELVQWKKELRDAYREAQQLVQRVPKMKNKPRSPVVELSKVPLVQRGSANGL
CIT2 TOR yeast: alters CIT2-GFP fluorescence in TOR pathway yeast screen; S. cerevisiae CIT2-GFP strain, flow cytometry, 3 h; 100 means same as DMSO wells; GFP response vs DMSO, % at 10 µM; 320,000 tested, 0.065% active;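 active means GFP response relative to DMSO above a set limit, near the screen mean plus 3 SD, cut at about 150% in these data; inconclusive means Fewer than 70 cells measured for a yeast strain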;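 further: ratio of well median GFP fluorescence to mean of DMSO wells on the plate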
MEP2 TOR yeast: alters MEP2-GFP fluorescence in TOR pathway yeast screen; S. cerevisiae MEP2-GFP strain, flow cytometry GFP, 3 h; 100% = DMSO control level; AID 2016; GFP response vs DMSO, % at 10 µM; 330,000 tested, 0.51% active;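 active means GFP response versus DMSO above a set limit, roughly screen mean plus 3 SD, cut at about 180% in these data; inconclusive means fewer than 70 cells counted for a yeast strain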;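 further: median GFP fluorescence of the barcode-gated MEP2-GFP cells per well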
* hit, by the source's call; ? = inconclusive; . = not tested or not shown; [ ] = another dose, or the depositor's remark. Random draw from the library, and some 1.7% of all compounds hit somewhere here.

SMILES | AGP1-GFP MLPCN | LAP4 TOR yeast | RPL19A-GFP yeast | GASC-1 inh | VLA-4 inh | GRK2 aptamer HTS | CIT2 TOR yeast | MEP2 TOR yeast
CC(=NCc1ccco1)C1=C(O)c2ccccc2C1=O | 106 | 125 | 99 | -3 | 4 | 0 | 92 | 106
CCOC(=O)C1CCN(C(=O)C(=O)N2CCC(C(=O)OCC)CC2)CC1 | 103 | 91 | 96 | 2 | 9 | 2 | 100 | 105
O=C1c2ccccc2S(=O)(=O)N1Cc1cccc(S(=O)(=O)N2CCOCC2)c1 | 102 | 107 | 99 | 28 | 9 | 0 | 103 | 101
Cc1ccc(-c2nnc3c4ccccc4c(C)nn23)cc1S(=O)(=O)N1CCN(C)CC1 | 99 | 102 | 101 | 3 | 8 | 0 | 101 | 106
COc1ccc(-c2cnc3ncnn3c2N)cc1 | 99 | 90 | 99 | 3 | 8 | 2 | 103 | 101
O=C(CC(=O)NCc1ccccc1)NCc1ccccc1 | 103 | 104 | 108 | -30 | 10 | 0 | 103 | 116
CC(NC(=O)COc1ccccc1)C(c1cccs1)N1CCCC1 (stereo not drawn) | 101 | 100 | 97 | -12 | 3 | 0 | 103 | 96
CCc1ccc(NC(=O)c2cnn3c(C(F)F)cc(C)nc23)cc1 | 90 | 87 | 102 | 6 | 2 | 0 | 93 | 92
Cc1ccc(NS(=O)(=O)c2cc([N+](=O)[O-])ccc2NNC(=S)Nc2cc(C)ccc2C)c(C)c1 | 100 | 94 | 101 | -1 | -44 | 1 | 100 | 103
COc1ccc(-c2cc(C(=O)N3CCOCC3)c3ccccc3n2)cc1OC | 114 | 102 | 102 | 17 | 4 | 1 | 106 | 99
Cc1ccccc1-c1nc(CS(=O)CC(=O)NCc2ccc3c(c2)OCO3)c(C)o1 (stereo not drawn) | 106 | 99 | 106 | 0 | 4 | 0 | 104 | 110
O=C(Cc1ccc2c(c1)OCCO2)N1CCN(c2ccccc2)CC1 | 97 | 97 | 93 | 7 | 14 | 0 | 92 | 94
COc1ccc(N=C2SC(C(=O)Nc3ccc4c(c3)OCO4)CC(=O)N2C)cc1 (stereo not drawn) | 102 | 97 | 99 | 9 | -2 | 3 | 100 | 96
CC(=O)c1ccc(-n2nnnc2SCC(=O)NNC(=O)c2ccco2)cc1 | 93 | 94 | 93 | 11 | 32 | 0 | 91 | 95
C[C@@H]1NS(=O)(=O)[C@H]2C[C@@H]3C=C[C@]2(O3)[C@H]1OC(=O)Nc1ccc(C(F)(F)F)cc1[N+](=O)[O-] | 104 | 104 | 102 | 3 | -21 | 0 | 99 | 91
O=C(O)C1C2C=CC(C2)C1C(=O)NCCc1cccc(Cl)c1 (stereo not drawn) | 83 | 84 | 85 | -19 | 4 | 0 | 85 | 83
O=C(Nc1cccc(F)c1)NC1(C(=O)N2CCOCC2)CCCCC1 | 100 | 99 | 96 | 1 | 6 | 2 | 97 | 101
O=C(CSC1=NCCN1)Nc1cccc([N+](=O)[O-])c1 | 116 | 103 | 94 | -4 | 0 | 0 | 107 | 94
CCOc1ccc(S(=O)(=O)N(CC(=O)NCC(F)(F)F)Cc2ccco2)cc1 | 99 | 95 | 102 | -14 | -7 | 0 | 102 | 100
CC(C)(C)C(=O)Cn1nc(Cl)nc1Cl | 93 | 94 | 90 | 2 | 4 | 0 | 95 | 95
COc1ccccc1-c1n[nH]c(=S)n1Cc1ccco1 | 111 | 100 | 107 | 4 | 1 | 1 | 101 | 107
O=C(c1ccc(CSc2nc3ccncc3[nH]2)cc1)N1CCCCCC1 | 105 | 107 | 100 | 4 | 2 | 68* | 99 | 95
O=C(O)CSc1nc(C(F)(F)F)cc(=O)n1-c1ccccc1 | 97 | 99 | 96 | 6 | -1 | 0 | 93 | 101
CN(C(=O)CSc1nc(O)cc(=O)n1C1CCCC1)c1ccccc1 | 19[may fluoresce violet] | 99[may fluoresce violet] | 53[may fluoresce violet] | -6 | 7 | 0 | ? | 270*[may fluoresce violet]
Cc1ccc(CNCC(O)(c2ccccc2)c2ccccc2)cc1 | 106 | 103 | 106 | -2 | 11 | 0 | 113 | 111
O=C(NC(=O)c1ccccc1Cl)Nc1ccc(-c2cnco2)cc1 | 106 | 117 | 107 | 0 | 5 | 0 | 97 | 99
CCOc1ccc(C(CC(=O)O)NC(=O)c2ccco2)cc1 (stereo not drawn) | 105 | 108 | 103 | 1 | -2 | 0 | 102 | 107
CC1(C)CC(=O)C2=C(C1)N(c1ccccc1)C(=O)CC2c1ccc(O)cc1 (stereo not drawn) | 103 | 91 | 103 | 12 | 7 | 0 | 99 | 104
CN/C(=C/[N+](=O)[O-])NCCSCc1ccc(CN(C)C)o1 | 86 | 130 | 86 | -2 | 6 | 0 | 85 | 93
COc1cc(NC(=O)c2ccccc2[N+](=O)[O-])c(C(=O)O)cc1OC | 97 | 96 | 99 | 18 | 2 | 0 | 90 | 94
CC(C)c1ccc(NC(=O)CN2C(=O)COc3ccc(S(=O)(=O)N4CCOCC4)cc32)cc1 | 108 | 102 | 102 | -6 | 16 | 2 | 97 | 100
CCc1nc(-c2ccc(OC)c(OC)c2)cc2cc(OC)c(OC)cc12 | 98 | 96 | 101 | 3 | -1 | 0 | 99 | 105
CC1CCCC(NC(=O)c2ccc3c(SCC(=O)O)c4c(nc3c2)CCC4)C1C (stereo not drawn) | 104 | 96 | 100 | 2 | 4 | 1 | 96 | 100
FC(F)(F)c1cc(CCN2C(=S)NC[C@@H]2CC2CCCCC2)cc(C(F)(F)F)c1 | 110 | 94 | 105 | -18 | -1 | 0 | 107 | 110
O=C(CSc1nnc2ncccn12)N1CCCCCC1 | 79 | 82 | 91 | -13 | 0 | 0 | 107 | 95
Cc1cc([N+](=O)[O-])ccc1NCc1ccc2ccccc2c1 | 96 | 100 | 98 | -6 | 4 | 2 | 94 | 100
COc1ccccc1NC(=O)CN1CCN(CC(=O)Nc2ccc(F)cc2)CC1 | 96 | 93 | 95 | -6 | -5 | 1 | 100 | 92
Cc1noc(C)c1S(=O)(=O)N(CC(=O)N1CCn2c1nc1ccccc12)c1ccc(C(C)C)cc1 | 105 | 98 | 100 | 12 | 10 | 2 | 102 | 94
CCC(c1nnnn1CCc1ccccc1)N1CCN(c2ccc(OC)cc2)CC1 (stereo not drawn) | 87 | . | 92 | 25 | 14 | 0 | 96 | 87
COC(=O)/C=C/c1ccccc1CN1[C@@H](CC(=O)OC)c2ccccc2S1(=O)=O | 96 | 101 | 95 | 3 | -5 | 0 | 103 | 91
O=C(O)c1ccccc1NS(=O)(=O)c1ccc(NN=Cc2cccc(Cl)c2)c([N+](=O)[O-])c1 | 105 | 104 | 101 | -7 | 0 | 2 | 95 | 107
CC[C@H](C)C(=O)N[C@H]1CCCN1C(=O)/C=C/c1ccccc1 | 102 | 103 | 97 | -1 | -3 | 1 | 94 | 93
CC1=C(C)SC(=C(C#N)c2nnc(N3CCOCC3)n2-c2ccccc2)S1 | 103 | 103 | 98 | 7 | 5 | 2 | 101 | 100
COCCNC(=O)CN1CCC(n2c(C)nc3cc(C(F)(F)F)ccc32)CC1 | 107 | 102 | 102 | 0 | 39 | 0 | 101 | 103
COc1ccc(-c2cc(C(=O)NCC3CCCO3)c3ccccc3n2)cc1 (stereo not drawn) | 96 | 90 | 95 | 2 | 26 | 2 | 101 | 95
Cc1nnc(NC(=O)CSc2nc3c(c(=O)n(C)c(=O)n3C)n2C(C)C)s1 | 98 | 98 | 96 | 2 | 22 | 2 | 96 | 103
CC(C)C(=O)N/N=C/c1ccc(OCc2ccccc2)cc1 | 105 | 98 | 100 | -10 | -6 | 0 | 101 | 93
O=C(/C=C/c1ccco1)OCc1nnc(-c2ccc(Cl)cc2)o1 | 90 | 110 | 96 | 13 | -11 | 0 | 86 | 94
Cc1cccc(NC(=O)Nc2ccc3c(c2)N(C)C(=O)CS3)n1 | 107 | 104 | 103 | 0 | -25 | 0 | 107 | 108
O=C(c1ccc(S(=O)(=O)N2CCCCCC2)cc1)N(c1ccccn1)C1CCCCC1 | 95 | 102 | 94 | 18 | -5 | 0 | 109 | 95
COC(=O)CSc1nnc(CNC(=O)c2ccccc2OC)n1C | 107 | 94 | 102 | -7 | 8 | 1 | 104 | 104
c1ccc(CCOn2ccnc2)cc1 | 99 | 91 | 104 | 10 | 3 | 5 | 104 | 98
Nc1c(C(=O)Nc2nc3ccccc3s2)sc2nc(-c3cccs3)ccc12 | 98 | 104 | 100 | 1 | -334 | 0 | 106 | 102
CCCCNC(=O)COC(=O)c1ccc(NC(C)=O)cc1 | 102 | 106 | 104 | -4 | -12 | 2 | 102 | 111
COc1cccc(NC(=S)N2CCn3c(nc4ccccc43)C2)c1 | 103 | 92 | 103 | -3 | -12 | 2 | 94 | 102
C=CCCC(=O)N1CCC(n2nccc2NC(=O)c2ccccc2C)CC1 | 101 | 103 | 99 | -2 | 4 | 2 | 101 | 100
N/C(CCCN1CCCCC1)=N/O | . | 78 | 93 | 1 | 14 | 0 | 97 | 84

Rewritten with the structure last: entries from further up.
AGP1-GFP MLPCN	LAP4 TOR yeast	RPL19A-GFP yeast	GASC-1 inh	VLA-4 inh	GRK2 aptamer HTS	CIT2 TOR yeast	MEP2 TOR yeast	Molecule
96	100	98	-6	4	2	94	100	Cc1cc([N+](=O)[O-])ccc1NCc1ccc2ccccc2c1
96	93	95	-6	-5	1	100	92	COc1ccccc1NC(=O)CN1CCN(CC(=O)Nc2ccc(F)cc2)CC1
105	98	100	12	10	2	102	94	Cc1noc(C)c1S(=O)(=O)N(CC(=O)N1CCn2c1nc1ccccc12)c1ccc(C(C)C)cc1
87	.	92	25	14	0	96	87	CCC(c1nnnn1CCc1ccccc1)N1CCN(c2ccc(OC)cc2)CC1 (stereo not drawn)
96	101	95	3	-5	0	103	91	COC(=O)/C=C/c1ccccc1CN1[C@@H](CC(=O)OC)c2ccccc2S1(=O)=O
105	104	101	-7	0	2	95	107	O=C(O)c1ccccc1NS(=O)(=O)c1ccc(NN=Cc2cccc(Cl)c2)c([N+](=O)[O-])c1
102	103	97	-1	-3	1	94	93	CC[C@H](C)C(=O)N[C@H]1CCCN1C(=O)/C=C/c1ccccc1
103	103	98	7	5	2	101	100	CC1=C(C)SC(=C(C#N)c2nnc(N3CCOCC3)n2-c2ccccc2)S1
107	102	102	0	39	0	101	103	COCCNC(=O)CN1CCC(n2c(C)nc3cc(C(F)(F)F)ccc32)CC1
96	90	95	2	26	2	101	95	COc1ccc(-c2cc(C(=O)NCC3CCCO3)c3ccccc3n2)cc1 (stereo not drawn)
98	98	96	2	22	2	96	103	Cc1nnc(NC(=O)CSc2nc3c(c(=O)n(C)c(=O)n3C)n2C(C)C)s1
105	98	100	-10	-6	0	101	93	CC(C)C(=O)N/N=C/c1ccc(OCc2ccccc2)cc1
